Compound activity as filed in PubChem BioAssay.
RXFP1 antag: RXFP1 (human) relaxin receptor antagonism | Q9HBX9 | HEK293-RXFP1, relaxin-stimulated cAMP HTRF, 30 min; active compounds read low | activity change, negative = inhibition, % at 57.5 µM | hit rate 0.59% among 350,000 | AID 1259400;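 active means activity change of -60% or lower, but not beyond a set lower limit; inconclusive means change between -60% and -40%, or beyond the set limit; inactive means change above -40%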; further: on the % scale 0 is the no-effect control and ±100 the full control effect
Target sequence (Q9HBX9 whole entry, looked up): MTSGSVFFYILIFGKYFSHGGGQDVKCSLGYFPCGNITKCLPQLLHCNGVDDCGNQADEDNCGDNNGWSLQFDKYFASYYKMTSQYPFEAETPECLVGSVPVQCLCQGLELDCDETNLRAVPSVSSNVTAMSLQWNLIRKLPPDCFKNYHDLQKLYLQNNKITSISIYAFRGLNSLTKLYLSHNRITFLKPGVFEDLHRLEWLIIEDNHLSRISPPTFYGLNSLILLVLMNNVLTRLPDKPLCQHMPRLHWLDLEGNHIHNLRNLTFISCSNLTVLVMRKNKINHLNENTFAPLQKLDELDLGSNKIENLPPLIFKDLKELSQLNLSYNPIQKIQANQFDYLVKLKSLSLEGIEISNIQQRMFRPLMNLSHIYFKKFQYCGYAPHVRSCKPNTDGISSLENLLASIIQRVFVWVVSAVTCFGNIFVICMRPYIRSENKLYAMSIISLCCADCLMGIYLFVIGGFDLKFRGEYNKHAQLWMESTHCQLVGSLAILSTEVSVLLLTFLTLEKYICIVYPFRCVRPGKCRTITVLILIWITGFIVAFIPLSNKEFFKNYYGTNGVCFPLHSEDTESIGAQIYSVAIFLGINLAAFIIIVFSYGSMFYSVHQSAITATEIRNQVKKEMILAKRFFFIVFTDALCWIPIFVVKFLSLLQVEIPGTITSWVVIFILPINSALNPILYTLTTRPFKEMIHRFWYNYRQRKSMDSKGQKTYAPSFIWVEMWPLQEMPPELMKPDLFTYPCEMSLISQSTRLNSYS
D1 potentiator: human D1 dopamine receptor positive modulation. P21728. potentiation, % at 10 µM. hit rate 0.036% among 360,000. HEK293 TREx D1 cells, calcium flux, dopamine EC20 potentiation; in the data active means potentiation above about 30%; further: 0% is about no effect
D1 ag: human D1 receptor agonism | activation, % at 2 µM | hit rate 1% among 360,000 | P21728 | HEK293 T-REx D1 cells, calcium flux, agonist mode | AID 504660; in the data active means activation above about 30%; further: 0% is about no effect
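Inducible HEK293 T-REx D1 cells, force-coupled to calcium signalling, were plated at 4000 cells/well with tetracycline and held overnight at 30 C. After no-wash calcium dye loading, compound-evoked calcium rise over 180 s flagged agonists.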
Vif-A3F inh: Vif-A3F binding inhibition | Potency, µM (doses to about 46.1 µM), for the others: top-dose activity, negative = active | hit rate 0.2% among 390,000 | HeLa A3F-eYFP + Vif (tagged APOBEC3F with the HIV-1 protein that degrades it), YFP fluorescence increase; further: potency means the concentration at half of the fitted maximal effect; % of control where 0% means no effect; nearly all actives have a fitted effect of over 65% in size
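HeLa cells stably expressing A3F-eYFP plus Vif, plated and incubated overnight at 37 deg C, then exposed to compounds overnight at 37 deg C. Blocked degradation read as raised yellow fluorescence (Ex 488/Em 500-530).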
GRP78 ERSR act: inducers of ER stress response in human glioma cells. U87-MG GRP78 promoter luciferase reporter, 16 h. Potency, µM, for inactives: top-dose activation, usual class: activators. hit rate 0.02% among 420,000. AID 602332; further: potency means the concentration at half of the fitted maximal effect; series mostly up to about 76 µM; % of control where 0% means no effect; nearly all actives have a fitted effect of over 35% in size
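Stably transfected U87-MG human glioma cells carrying a GRP78-based luminescent sensor were seeded at 1000 cells/well, pin-dosed with compounds and incubated 16 h. Luciferase reagent was then added, and end-point luminescence was read after 10 min at room temperature.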
Vif-APOBEC3G blk: blocks the Vif interaction with human APOBEC3G; hit rate 0.076% among 410,000; Q9HC16; HeLa A3G-eYFP + Vif (tagged APOBEC3G with the HIV-1 protein that degrades it), YFP fluorescence, overnight; Potency, µM (highest dose often 46.1 µM), for the others: at the top dose activity, negative = active, most hits filed as inhibitors;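 further: potency means the concentration at half of the fitted maximal effect; on the % scale 0 is the no-effect control and ±100 the full control effect; nearly all actives have a fitted effect of over 60% in size; hits raise eYFP signal because A3G escapes Vif-driven loss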
Target sequence (Q9HC16 whole entry, looked up): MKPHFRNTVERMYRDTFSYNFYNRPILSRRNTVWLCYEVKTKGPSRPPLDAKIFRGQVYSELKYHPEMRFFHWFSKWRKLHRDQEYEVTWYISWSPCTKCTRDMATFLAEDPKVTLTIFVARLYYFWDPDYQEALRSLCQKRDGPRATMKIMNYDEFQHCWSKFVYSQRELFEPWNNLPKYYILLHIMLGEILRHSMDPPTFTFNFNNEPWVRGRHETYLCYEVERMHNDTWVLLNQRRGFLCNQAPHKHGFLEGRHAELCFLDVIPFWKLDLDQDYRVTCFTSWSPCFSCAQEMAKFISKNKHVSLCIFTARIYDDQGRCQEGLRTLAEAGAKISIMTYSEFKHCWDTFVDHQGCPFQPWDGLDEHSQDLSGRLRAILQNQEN
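HeLa cells stably expressing Vif and C-terminally eYFP-tagged A3G, seeded overnight at 37 deg C, then exposed to compound by pintool overnight at 37 deg C. Rise in yellow fluorescence (Ex 488/Em 500-530, Acumen) marks blocked Vif-driven A3G degradation.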
D1 antag: human D1 dopamine receptor antagonism; AID 504652; activity change, negative = inhibition, % at 10 µM; P21728; hit rate 3.2% among 360,000; HEK293 TREx D1 cells, calcium flux, dopamine EC80; active compounds read low; in the data active means activity change below about -30%; further: on the % scale 0 is the no-effect control and ±100 the full control effect
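Tetracycline-induced HEK293 Trex D1 cells, force-coupled to calcium, dye-loaded; compounds added and read 180 s, then EC80 dopamine added and calcium flux tracked kinetically another 180 s.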
D2 PAM: positive allosteric modulators of human D2 dopamine receptor | P14416 | HEK293 T-REx D2, calcium flux, EC20 dopamine potentiation | potentiation, % at 10 µM | hit rate 0.34% among 340,000 | AID 485347;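 active means potentiation over 3 SD above the plate norm, cut at about 30% in these data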; further: 0% is about no effect
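Primary screen. Calcium kinetics in induced HEK293 T-REx D2 cells: compound pre-addition 180 s, EC20 dopamine, 180 s more.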
RXFP1 agonist: agonists of human relaxin receptor RXFP1; Q9HBX9; HEK293T-RXFP1 cAMP TR-FRET, 30 min; response scale: percent of porcine relaxin response, buffer zero; Potency, µM (series often up to 57.5 µM), without a hit: at the top dose activation, most hits filed as activators; hit rate 0.3% among 370,000; AID 2676; further: potency means the concentration at half of the fitted maximal effect; on the % scale 0 is the no-effect control and ±100 the full control effect; nearly all actives have a fitted effect of over 60% in size; many of its hits are not listed in these tables
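HEK293T cells stably expressing RXFP1 were pretreated with the PDE4 inhibitor Ro 20174, exposed to compounds for 30 min at 37C, lysed, and cAMP was read by TR-FRET. Data normalized to buffer (basal) and 29 nM porcine relaxin (100%).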
Starred values were filed as active, the others as inactive; u = inconclusive; x = not tested or not shown; & = joins results of further samples. Unless noted, the call rests on the fitted dose curve; in most records, active means well fitted curve in the direction sought with a large enough effect; inconclusive means small, poorly fitted or top-dose-only effect, or another doubt; inactive means no such curve, though single readings can be large; an effect the other way counts as inactive or inconclusive. Some of the compounds tested. The share of hits here may be higher or lower than overall.

SMILES	RXFP1 antag	D1 potentiator	D1 ag	Vif-A3F inh	GRP78 ERSR act	Vif-APOBEC3G blk	D1 antag	D2 PAM	RXFP1 agonist
Cc1c(C)n2c(SCC(=O)N3CC(C)OC(C)C3)nnc2[nH]c1=O (stereo not drawn)	-6.0	1.2	3.5	-13.5%	-5.8%	0.4%	-11.6	16.2	0.0%
NS(=O)(=O)c1ccc(CCNC(=O)c2cc(-c3ccc(Br)cc3)nc3ccccc23)cc1	-20.1	-6.8	4.4	-10.2%	-10.0%	u	12.7	-11.3	3.1%
Cc1ccc(S(=O)(=O)N2CC3(C)CN(S(=O)(=O)c4ccc(C)cc4)CC(C)(C2)C3O)cc1 (stereo not drawn)	4.5	-2.5	2.6	-0.6%	-5.5%	-0.1%	3.7	9.0	-1.4%
CCOc1ccc(Nc2c(S(=O)(=O)c3ccc(Cl)cc3)cnc3ccc(OC)cc23)cc1	-8.9	-8.1	2.0	0.3%	-0.7%	3.8%	9.5	4.8	-0.1%
N#CC1=C(N)Oc2n[nH]c(-c3ccc(F)cc3)c2C1c1ccncc1 (stereo not drawn)	-8.9	-4.9	0.5	7.5%	-4.7%	-1.9%	-7.6	0.5	0.6%
COc1ccccc1CNC(=O)c1ccc(SC)cc1OC	-24.8	-9.4	2.3	-2.4%	0.9%	0.1%	-4.9	-6.8	-0.1%
O=C(CSc1ccsc1[N+](=O)[O-])N1CCCCCC1	23.2	-0.7	-0.3	-5.5%	-1.5%	-0.9%	-16.8	7.4	1.3%
COCCNC(=O)C(c1ccco1)N(C(=O)Cn1nnc2ccccc21)c1ccc(C)cc1C (stereo not drawn)	2.6	-4.0	1.1	-9.0%	-1.4%	-2.4%	0.2	1.6	-0.7%
COCCn1c(SCC(=O)NCC2CCCO2)nc2c([nH]c3ccccc32)c1=O (stereo not drawn)	-12.1	-1.1	0.8	10.1%	2.9%	1.8%	20.1	9.3	3.7%
CCSc1oc(-c2ccccc2)nc1S(=O)(=O)c1ccccc1	3.8	10.4	1.5	-0.8%	1.0%	0.2%	11.4	x	0.7%
O=C(COC(=O)COc1ccc(Br)cc1)NCC1CCCO1 (stereo not drawn)	-3.7	x	x	-0.6%	-4.4%	0.6%	x	x	x
CCC(=O)Nc1ccc(C(=O)COC(=O)CCN2C(=O)C3CC=CCC3C2=O)cc1 (stereo not drawn)	-3.5	-5.2	0.9	-3.2%	-1.0%	0.5%	-11.9	-3.7	-0.4%
Cc1cccn2c(=O)c3cc(C(=O)NCc4ccco4)c(=N)n(CCc4ccccc4)c3nc12	-2.4	-0.3	-0.2	-3.4%	3.8%	2.4%	-6.4	-0.6	0.0%
CC1(C)CC[C@]2(C(=O)O)[C@H](O)C[C@]3(C)C(=CCC4[C@@]5(C)C[C@H](O)[C@H](O)[C@@](C)(CO)C5CC[C@]43C)[C@@H]2C1 (stereo partly drawn)	9.9	8.8	16.9	-11.1%	-0.6%	-0.4%	0.5	4.9	0.2%
CC1CCCCC1NC(=O)c1cc2ccccc2o1 (stereo not drawn)	6.7	0.8	1.0	-1.4%	1.2%	-3.8%	16.2	11.4	0.5%
COc1cccc(N2CCN(S(=O)(=O)c3ccc(-n4cnnn4)cc3)CC2)c1	3.8&-1.2	-5.7&-3.0	0.3&1.3	3.9%&1.2%	-1.6%&-0.1%	0.6%&2.7%	-5.8&-9.1	4.1&-13.5	10.6%&6.0%
CC(=O)Oc1ccc(NC(=O)CSc2ccccc2)cc1	15.6	0.9	0.3	-2.2%	8.6%	2.4%	-29.5	-0.6	0.3%
Cc1c(N(C)S(=O)(=O)c2ccc(Cl)c(C(=O)NCC3CCCO3)c2)c(=O)n(-c2ccccc2)n1C (stereo not drawn)	-5.2	x	x	0.8%	-5.3%	1.3%	x	x	x
CC(=O)Nc1ccc(NC(=O)CCC(=O)OCC(=O)c2cccc([N+](=O)[O-])c2)cc1	2.5	-2.5	3.0	1.5%	-3.2%	0.6%	-67.5*	0.7	-1.1%
O=[N+]([O-])c1cc(S(=O)(=O)N2CCCC2)ccc1NN=C1CCCCC1	0.5	-5.7	0.2	-10.5%	-2.1%	0.7%	5.2	8.4	1.4%

Entries shown so far with bromine (2):
SMILES	RXFP1 antag	D1 potentiator	D1 ag	Vif-A3F inh	GRP78 ERSR act	Vif-APOBEC3G blk	D1 antag	D2 PAM	RXFP1 agonist
NS(=O)(=O)c1ccc(CCNC(=O)c2cc(-c3ccc(Br)cc3)nc3ccccc23)cc1	-20.1	-6.8	4.4	-10.2%	-10.0%	u	12.7	-11.3	3.1%
O=C(COC(=O)COc1ccc(Br)cc1)NCC1CCCO1 (stereo not drawn)	-3.7	x	x	-0.6%	-4.4%	0.6%	x	x	x

Printed as active in D1 antag (from the list above):
Compound | RXFP1 antag | D1 potentiator | D1 ag | Vif-A3F inh | D1 antag | D2 PAM
CC(=O)Nc1ccc(NC(=O)CCC(=O)OCC(=O)c2cccc([N+](=O)[O-])c2)cc1 | 2.5 | -2.5 | 3.0 | 1.5% | -67.5* | 0.7

Next compounds:
SMILES	RXFP1 antag	D1 potentiator	D1 ag	Vif-A3F inh	GRP78 ERSR act	Vif-APOBEC3G blk	D1 antag	D2 PAM	RXFP1 agonist
O=C(CCN1CCOCC1)N1CCCC(Nc2cccc(F)c2)C1 (stereo not drawn)	-0.9	0.5	4.6	-2.5%	-4.4%	2.5%	5.0	-3.9	1.9%
O=C(NC(=S)Nc1ccccn1)c1ccc(-c2ccccc2)cc1	-9.7	-8.7	5.9	u	-2.0%	3.1%	-32.2*	-9.3	2.5%
CCc1ccc(C2Sc3ccccc3NC3=C2C(=O)c2ccccc23)cc1 (stereo not drawn)	-2.1	0.2	-0.9	-7.4%	-3.4%	0.3%	3.6	x	0.0%
CCN(Cc1ccccc1)Cc1ccc(OCc2ccccc2)c(OC)c1	-18.1	-5.3	-0.7	-11.1%	-1.2%	0.6%	34.6	-6.1	-1.2%
O=C(CSc1nnc(-c2ccncc2)n1-c1ccccc1)Nc1ccc(C(=O)O)cc1	4.1	-2.3	3.4	-0.6%	-2.5%	-3.2%	-1.2	20.7	-1.0%
Cc1ccc(S(=O)(=O)N2CCC(C(=O)Nc3ccc(C)c(Cl)c3)CC2)cc1	-1.4	-5.0	14.4	1.3%	0.7%	8.4%	-39.0*	-24.2	3.7%
Cc1nnc(C)n1/N=C/c1cc(Br)cc(Br)c1O	u	-1.8	4.8	0.5%	-8.3%	1.2%	8.9	-3.5	4.7%
COc1ccccc1C=NN=C(N)C(N)=NN=Cc1ccccc1OC	-1.3	x	x	5.0%	-2.9%	-5.0%	x	x	x
O=C(Cn1nc(Cl)nc1Cl)c1ccc2c(c1)OCCO2	10.5	4.8	2.9	-2.6%	-1.9%	4.2%	-5.0	6.2	1.6%
COc1cccc(NC(=O)Nc2cccnc2)c1	-9.3	0.2	2.0	-1.2%	-0.9%	2.0%	-2.6	-18.1	-2.8%
Clc1ccccc1CNCCCSc1nnnn1-c1ccccc1	0.3	-1.1	31.4*	-4.9%	1.7%	0.2%	0.8	-30.6	1.3%
COc1cc(SC)ccc1C(=O)N1CCCc2ccccc21	-1.9	7.8	2.4	1.5%	4.2%	-6.8%	-2.4	-5.7	-0.7%
COc1cc(CN2CCC(n3nccc3NC(=O)c3ccccc3OC)CC2)ccc1F	-25.1	-3.1	14.4	4.4%	-1.5%	-0.4%	2.9	-38.5	-1.0%
CCC(C)(C)C1CCC2(CC1)NC(=O)N(CC(=O)NCCCc1ccccc1)C2=O (stereo not drawn)	-38.6	-7.5	0.9	1.3%	-5.6%	9.2%	-10.6	5.1	-3.3%
CCOc1ccccc1/C=N/NC(=O)CNC(=O)c1ccc(S(=O)(=O)N2CCOCC2)cc1	-2.8	-0.8	3.8	2.5%	-3.7%	-6.7%	-23.5	-2.1	2.5%
O=S(=O)(NC1CCCCC1N1CCN(c2cccc(Cl)c2)CC1)c1ccccc1 (stereo not drawn)	11.6	3.5	1.5	-5.7%	-4.0%	-0.9%	-1.8	-0.7	-0.9%
COc1ccc(C(NC(C)=O)c2nccc3cc(OC)c(OC)cc23)cc1OC (stereo not drawn)	-2.7	-2.2	4.2	0.4%	-2.4%	2.5%	-2.0	15.7	0.7%
CCCn1nc(Oc2nc(SC)nc(N(C)C)n2)ccc1=O	-3.0	-1.5	3.2	-3.8%	-5.9%	1.6%	5.8	11.5	0.0%
NC(=O)[C@@H]1CC2(CC(c3cccc(NC(=O)COc4ccc(Cl)cc4)c3)=NO2)CN1C(=O)COc1ccc(Cl)cc1 (stereo partly drawn)	x	-1.2	1.4	-0.5%	-2.1%	-3.0%	24.3	6.1	0.0%
C[n+]1ccccc1/C=C/c1ccc(C#N)cc1	-0.6	-3.2	1.3	0.1%	1.5%	-2.7%	-9.8	-6.2	3.0%
CCc1ccccc1N1C(=O)c2cccc3c(N4CCOCC4)c([N+](=O)[O-])cc(c23)C1=O	3.6	-6.1	2.3	-1.2%	-3.7%	2.8%	9.0	18.6	4.5%
O=C(/C=C/c1ccco1)N1CCN(c2ccc(F)cc2)CC1	-13.9	-0.6	2.8	-8.1%	3.0%	-8.7%	8.2	-0.9	-1.1%
CCC(C)N(C)Cc1cccc(C2(O)CCN(S(=O)(=O)c3ccc(F)cc3)CC2)c1 (stereo not drawn)	4.3	-0.9	4.0	2.6%	-4.3%	1.0%	-6.5	0.9	7.9%
Fc1ccccc1/C=N/Nc1nc(N2CCCCC2)nc(N2CCCCC2)n1	-0.7	6.5	3.5	-5.2%	-5.8%	3.5%	1.6	-1.9	3.0%
Cn1c(SC(C(=O)Nc2ccc(F)cc2)c2ccccc2)nc2ccccc21 (stereo not drawn)	-5.0	-7.4	3.6	-0.4%	-4.7%	-13.0%	-3.1	-4.4	-1.2%
O=C(NCCc1ccc(F)cc1)C(=O)NCC1CCCN1S(=O)(=O)c1cccs1 (stereo not drawn)	-7.5	-2.8	6.2	-23.3%	5.2%	-21.7%	6.8	-2.7	-0.2%
O=C(NCc1cccnc1)c1ccc(-c2ccc(Cl)cc2)o1	-3.4	-2.5	1.7	u	4.2%	-4.5%	5.8	-16.5	1.9%
Cc1cc(=O)oc2c3c(ccc12)OC/C3=N/N	13.4	-8.2	2.4	-2.5%	-3.1%	3.2%	-5.6	2.8	-1.7%
Cc1cc(-c2nc3ccccc3[nH]2)ccc1N	-3.1	-1.1	2.1	16.5%	-7.9%	-3.2%	-10.1	-3.1	1.8%
